# Screening data (PubChem)
# TbMetRS inhib: blocks T. brucei methionyl-tRNA synthetase activity. purified T. brucei MetRS, ATP depletion, Kinase-Glo luminescence. 360,000 compounds, 0.4% hits. inhibition, % at 11.9 µM. AID 624268;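 active = inhibition above a per-plate cutoff of the control wells' mean inhibition plus 3 SD, cut at about 5.5% in these data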;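 note: 0% = DMSO wells median and 100% = median of wells with control inhibitor compound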
#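 System: purified T. brucei MetRS enzyme / Detection: Kinase-Glo luciferase luminescence reporting remaining unconsumed ATP / Medium: HEPES buffer with MgCl2, KCl, DTT, spermine, BSA, pyrophosphatase / Replication: singlicate, one well per compound / Evaluation: percent inhibition relative to median high and low control wells / Schedule: 2 h aminoacylation at 25 °C after 15 min preincubation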
# Rin1-Abl PPI inh: inhibitors of human Rin1-Abl protein interaction; inhibition, % at 7.35 µM; TR-FRET Rin1/Abl binding, biochemical; 360,000 compounds, 0.4% hits; in the data active = inhibition above about 5%, passing the limit was not always enough
# MsrA act: activates bovine MsrA enzyme; purified bovine MsrA, absorbance read-out; activation, % at 10.6 µM; 360,000 compounds, 0.3% hits; AID 602163; in the data active = activation above about 7.5%;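 note: 0% = vehicle and 100% = reference activator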
# eLon inh: inhibitors of E. coli Lon protease. purified E. coli Lon protease, fluorescence polarization. 360,000 compounds, 0.42% hits. P0A9M0. AID 602123. inhibition, % at 7.94 µM; in the data active = inhibition above about 13%, passing the limit was not always enough;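 note: 0% = enzyme with probe and DMSO and 100% = no enzyme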
# MLLE-PAM2 inh: blocks PAM2 peptide binding to the PABP1 MLLE domain | P11940 | GST-MLLE / FITC-PAM2 fluorescence polarization | inhibition, % at 20 µM | 360,000 compounds, 0.36% hits; in the data active = inhibition above about 35%, passing the limit was not always enough;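 note: plate controls were DMSO wells with GST-MLLE for no effect and wells lacking GST-MLLE protein for full effect; some results filed as inactive read as strong as hits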
# FAS TE block: FAS thioesterase (human) inhibition | inhibition, % at 15 µM | AID 602261 | 360,000 compounds, 0.67% hits | recombinant FAS-TE, OMFH fluorogenic substrate, fluorescence endpoint | P49327;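 active = compounds whose normalised, plate-corrected inhibition of enzyme fluorescence in the single-dose primary screen is 50% or more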;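 note: 0% = DMSO with enzyme and 100% = substrate without enzyme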
# Target sequence (P49327 whole entry, looked up): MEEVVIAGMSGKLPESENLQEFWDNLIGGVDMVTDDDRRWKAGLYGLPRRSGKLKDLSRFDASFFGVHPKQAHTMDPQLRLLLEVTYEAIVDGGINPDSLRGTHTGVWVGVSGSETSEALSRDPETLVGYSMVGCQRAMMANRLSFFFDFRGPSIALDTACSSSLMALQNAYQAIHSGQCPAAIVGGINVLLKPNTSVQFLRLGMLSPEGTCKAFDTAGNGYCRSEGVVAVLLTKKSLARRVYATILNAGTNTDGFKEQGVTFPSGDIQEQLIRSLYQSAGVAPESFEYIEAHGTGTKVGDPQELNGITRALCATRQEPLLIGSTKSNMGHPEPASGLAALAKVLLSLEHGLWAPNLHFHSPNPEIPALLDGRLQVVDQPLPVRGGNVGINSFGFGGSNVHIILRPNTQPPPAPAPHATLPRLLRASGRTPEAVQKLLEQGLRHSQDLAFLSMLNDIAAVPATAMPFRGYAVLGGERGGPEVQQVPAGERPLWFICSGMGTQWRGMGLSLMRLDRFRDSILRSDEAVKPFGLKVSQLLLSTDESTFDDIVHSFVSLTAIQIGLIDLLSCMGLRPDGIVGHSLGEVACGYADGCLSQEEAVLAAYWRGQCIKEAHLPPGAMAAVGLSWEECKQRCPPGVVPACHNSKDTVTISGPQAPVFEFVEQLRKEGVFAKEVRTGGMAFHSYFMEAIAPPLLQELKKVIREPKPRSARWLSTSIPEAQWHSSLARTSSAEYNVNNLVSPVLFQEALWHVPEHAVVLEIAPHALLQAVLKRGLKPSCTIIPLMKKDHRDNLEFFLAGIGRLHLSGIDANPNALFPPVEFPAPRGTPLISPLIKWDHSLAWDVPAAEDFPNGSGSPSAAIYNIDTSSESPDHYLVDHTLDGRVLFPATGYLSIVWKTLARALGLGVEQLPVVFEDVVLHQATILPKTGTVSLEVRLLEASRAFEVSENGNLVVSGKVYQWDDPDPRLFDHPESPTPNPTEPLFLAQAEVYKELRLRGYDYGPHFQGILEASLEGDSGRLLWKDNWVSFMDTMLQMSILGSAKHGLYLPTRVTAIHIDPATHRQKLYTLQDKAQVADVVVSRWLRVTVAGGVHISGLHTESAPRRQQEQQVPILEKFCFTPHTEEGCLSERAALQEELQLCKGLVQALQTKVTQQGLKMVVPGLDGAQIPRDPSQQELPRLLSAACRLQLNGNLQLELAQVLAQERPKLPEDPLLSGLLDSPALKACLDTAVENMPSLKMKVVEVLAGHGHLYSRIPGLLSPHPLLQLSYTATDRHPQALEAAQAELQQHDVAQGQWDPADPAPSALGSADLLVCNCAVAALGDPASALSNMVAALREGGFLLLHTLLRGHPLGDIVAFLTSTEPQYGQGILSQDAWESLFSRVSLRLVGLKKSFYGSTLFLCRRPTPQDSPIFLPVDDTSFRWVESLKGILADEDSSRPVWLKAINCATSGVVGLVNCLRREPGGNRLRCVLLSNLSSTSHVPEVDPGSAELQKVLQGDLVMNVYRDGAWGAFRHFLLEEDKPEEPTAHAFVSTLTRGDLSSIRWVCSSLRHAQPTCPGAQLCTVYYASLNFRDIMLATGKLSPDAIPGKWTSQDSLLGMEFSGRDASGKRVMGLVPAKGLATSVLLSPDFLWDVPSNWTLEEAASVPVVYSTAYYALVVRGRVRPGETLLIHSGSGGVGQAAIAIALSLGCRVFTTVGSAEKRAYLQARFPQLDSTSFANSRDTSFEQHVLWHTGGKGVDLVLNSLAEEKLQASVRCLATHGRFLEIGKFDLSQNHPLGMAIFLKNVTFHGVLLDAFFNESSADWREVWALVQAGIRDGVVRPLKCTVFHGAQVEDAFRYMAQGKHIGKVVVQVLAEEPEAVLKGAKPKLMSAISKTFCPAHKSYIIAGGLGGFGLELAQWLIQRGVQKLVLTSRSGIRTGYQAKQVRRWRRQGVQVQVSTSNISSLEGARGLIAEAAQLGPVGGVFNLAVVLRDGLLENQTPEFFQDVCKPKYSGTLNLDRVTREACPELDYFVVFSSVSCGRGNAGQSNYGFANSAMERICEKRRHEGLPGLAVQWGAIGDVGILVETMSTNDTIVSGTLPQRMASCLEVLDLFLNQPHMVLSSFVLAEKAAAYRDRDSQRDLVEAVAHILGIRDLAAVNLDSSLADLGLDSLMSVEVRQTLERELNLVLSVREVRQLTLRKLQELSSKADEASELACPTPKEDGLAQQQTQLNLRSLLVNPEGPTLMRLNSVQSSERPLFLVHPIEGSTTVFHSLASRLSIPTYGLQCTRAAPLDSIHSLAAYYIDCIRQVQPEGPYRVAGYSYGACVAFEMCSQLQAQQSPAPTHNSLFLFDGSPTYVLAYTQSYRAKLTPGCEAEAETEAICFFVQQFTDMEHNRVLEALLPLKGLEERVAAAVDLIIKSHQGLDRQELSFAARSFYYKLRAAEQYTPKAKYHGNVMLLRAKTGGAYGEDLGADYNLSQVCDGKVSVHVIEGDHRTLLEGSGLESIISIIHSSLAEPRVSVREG
# CSN deneddyl inh: blocks human CSN-mediated cullin deneddylation; Q92905; Purified CSN, SCF-Nedd8-OG deneddylation, fluorescence polarization; inhibition, % at 12.5 µM; 360,000 compounds, 0.38% hits;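 active = pattern-corrected inhibition above about 35%, with an unprinted fluorescence ratio check between 0.5 and 1.5, limit read from the data, passing the limit was not always enough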;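 note: 0% = enzyme with substrate and 100% = substrate without enzyme; some results filed as inactive read as strong as hits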
#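 Assay system: purified human Csn5 enzyme expressed in HEK293T cells; measure: % inhibition; also added: SCFSkp2-Nedd8OG substrate at 10 nM final; technique: fluorescence polarization; times: reaction 90 min, room temperature; medium: Tris buffer pH 7.5, NaCl, DTT, Tween-20, trehalose, ovalbumin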
# MsrA inhibitor: bovine MsrA inhibition; inhibition, % at 15.5 µM; 360,000 compounds, 0.75% hits; purified bovine MsrA, absorbance read-out; AID 651718; in the data active = inhibition above about 4.5%;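 note: 0% = vehicle wells with enzyme and 100% = reference inhibitor wells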
# Neddylation inh: inhibitors of human cullin neddylation | P61081+Q13564 | TR-FRET cullin neddylation, biochemical | calls only at 25 µM | 360,000 compounds, 0.58% hits | AID 651699; in the data active = inhibition above about 36%
# An asterisk follows results filed as active; i = inactive; / = no result given; & = joins results of further samples.
SMILES,TbMetRS inhib,Rin1-Abl PPI inh,MsrA act,eLon inh,MLLE-PAM2 inh,FAS TE block,CSN deneddyl inh,MsrA inhibitor,Neddylation inh
COCC(C)OC(=O)c1c(N)n(CC(C)C)c2nc3ccccc3nc12 (stereo not drawn),2.0,0.3,-0.6,7.8,4.7,-5.1,22.2,1.0,/
CC(Oc1ccccc1)C(=O)Nc1ccc(F)c(S(=O)(=O)N2CCOCC2)c1 (stereo not drawn),-0.3,-1.3,-2.6,-10.2,-2.2,1.9,-3.6,1.3,i
O=C(NNC(=S)NCc1ccco1)c1ccc(Cl)s1,-1.0,2.2,-5.7,7.1,-12.9,-4.7,-0.2,0.8,i
CCN(CC)CCN1C(=O)C(=O)/C(=C(/O)c2cnn(-c3ccccc3)c2C)C1c1cccnc1 (stereo not drawn),0.2,-1.2,0.4,7.9,-1.5,-4.9,3.2,3.2,i
Cc1ccc(S(=O)(=O)NCCCN(C)C)cc1,-0.8,2.0,-4.7,-7.4,4.5,-6.4,5.2,-0.3,i
Cc1ccnc(NC(=O)CNC(=O)Cc2cccc3ccccc23)c1,-0.4,0.9,-7.1,-5.9,-6.2,-3.1,4.9,-1.2,i
Cc1cccc(S(=O)(=O)C(C#N)c2nc3ccccc3nc2N2CCCC2)c1 (stereo not drawn),2.0,1.1,-0.2,-8.1,-11.9,-12.6,5.9,1.8,/
C[N+](C)(CC#Cc1ccccc1)CC(=O)c1ccccc1,-1.0,0.5,-8.2,0.8,-9.7,-10.5,-3.5,-0.2,i
CC(NC(=O)c1cc([N+](=O)[O-])cc([N+](=O)[O-])c1)C1CC2CCC1C2 (stereo not drawn),-1.1,2.7,0.8,10.1,-7.8,46.4,4.4,1.2,i
Cc1cccc(C)c1NC(=S)/N=C/N(C)C,-0.2,5.8,-0.8,-4.4,-16.5,-6.4,-2.8,-0.2,i
O=C(CN1CCN(c2ccccc2)CC1)N/N=C/c1cccc(F)c1,-1.0,-4.5,-2.9,-4.0,-15.4,-6.6,-8.5,-0.3,i
CC(C)NC(=O)CSc1nnc(CNC(=O)OC(C)(C)C)n1C,-0.8,2.3,-4.0,4.9,6.5,-7.6,0.8,-0.4,i
COC(=O)c1ccc(Cn2nnc3c(=O)[nH]c(C4CCN(S(=O)(=O)c5cc(C)ccc5C)CC4)nc32)cc1,0.2,2.6,-2.2,3.7,2.2,28.2,2.9,0.1,i
O=C(CSc1nnc(-c2ccncc2)n1CC1CCCO1)Nc1ccccc1Cl (stereo not drawn),-0.6,2.9,-9.7,3.1,1.3,-9.5,-2.9,-0.7,i
COc1ccc(CC(N)c2csc(NC(=O)Cc3ccccc3)n2)cc1 (stereo not drawn),-0.3,-4.5,-4.8,4.3,-20.4,-9.2,-5.3,0.8,i
COc1ccc(OCC(=O)N2CCN(C(=O)c3ccc(F)cc3)CC2)cc1,-0.8,-5.0,-8.1,0.7,6.0,-4.2,0.4,0.4,i
CCOc1ccc(NC(=O)CC(Cc2cc(C)cc(C)c2)C(=O)O)cc1 (stereo not drawn),-0.3,0.9,-4.2,-2.3,-12.1,-6.8,0.7,0.7,i
COc1ccc(NC(=O)N(C2CCCCC2)C2CCN(C(C)C)CC2)c(OC)c1,-1.1,-1.6,-5.7,0.8,1.9,-6.2,0.5,0.8,i
COCCn1c(SCc2ccc(C)cc2)nc2c1c(=O)[nH]c(=O)n2C,-0.5,-2.0,-2.9,-9.6,4.8,-5.1,-2.8,-1.7,i
O=C(CSc1nnnn1-c1ccccc1)CSc1nnnn1-c1ccccc1,-1.1,-2.2,-9.3,-6.5,-41.1,6.5,-0.9,-0.1,i
Cc1[nH]nc2ncc(C(=O)c3cc(Cl)cc(Cl)c3O)cc12,-0.6,0.2,-8.8,-0.6,-4.6,2.6,4.9,-1.0,i
O=C(CSc1nc(NS(=O)(=O)c2ccccc2)cc(=O)[nH]1)Nc1ccccc1C(F)(F)F,0.2,2.1,-2.6,-1.2,26.9,-7.1,-3.5,-0.3,i
COCc1cc(CN2CCN(C)CC2)c(O)c2ncccc12,-1.7,-2.1,-10.4,3.0,-8.2,-7.2,-3.6,-0.7,i
COc1ccc(N(C(=O)c2cccnc2)S(=O)(=O)c2cc(OC)ccc2OC)cc1,0.4,3.5,-1.5,6.2,-3.9,-0.1,4.0,1.7,i
Cc1ccn(CC(=O)N2CCCC(N3CCN(c4ccc(F)cc4)CC3)C2)n1 (stereo not drawn),0.4,1.4,-2.5,-6.6,-7.3,-6.1,-3.6,-0.4,i
Cc1ccc(C(=O)Nc2ccccc2C(=O)NCc2ccccc2)cc1,-0.5,4.0,-1.8,-1.4,1.3,23.0,-2.2,/,i
COCC(=O)Nc1c(C(=O)Nc2ccccc2OC)oc2ccccc12,-0.5,1.1,-2.0,-2.0,0.3,7.6,-3.6,0.3,/
N=C1/C(=C\c2ccc(Br)o2)C(=O)N=C2SC(CC(=O)N3CCOCC3)=NN12,-0.9,4.2,-6.8,-52.4,-20.6,-3.3,17.9,0.9,i
Cc1nn(C)c(C)c1NS(=O)(=O)c1ccc(Cl)cc1,0.2,-2.8,-2.9,-10.5,-7.2,-8.8,-3.9,-0.3,i
CCOc1ccccc1NC(=O)CSc1nnc(-c2cccnc2)o1,-0.5,2.9,-1.5,-7.4,50.4*,-10.1,-0.1,0.8,i
CCOCC(=O)Nc1ccc(S(=O)(=O)N2CCC(c3nc4ccccc4[nH]3)CC2)cc1,-0.1,3.2,-1.5,-1.9,-14.8,-3.1,3.7,0.3,i
COc1ccc(NC(=O)[C@H](COCc2ccccc2)NC(=O)OC(C)(C)C)cc1,-1.3,3.9,2.3,-7.0,7.2,3.6,4.2,-0.3,i
CC(=O)Nc1cccc(C(=O)/C=C/c2ccc(C)cc2)c1,-0.5,-1.0,-7.1,-7.7,1.7,-4.0,7.0,3.0,i
O=C(Nc1ccccc1)c1cc(S(=O)(=O)N2CCCCC2)ccc1N1CCOCC1,-0.3,-0.7,-1.1,-1.6,7.5,12.2,5.3,0.3,i
O=C(Cn1cnc([N+](=O)[O-])c1)Nc1cc(Oc2ccc(Cl)cc2Cl)cc([N+](=O)[O-])c1,78.4*,0.7,1.6,4.6,2.4,27.1,0.7,0.3,i
CCc1noc(C)c1C(=O)Nc1nc2c(C)cc(C)cc2s1,-0.6,-1.3,-3.8,-11.0,17.9,12.2,-0.5,0.8,i
COC(=O)c1cc(NC(=O)c2ccccc2)c(=O)oc1C/C=N\OCc1ccc(Cl)cc1Cl,-0.2,0.3,-4.2,-29.5,-34.6,0.9,15.9,0.1,i
COc1ccccc1NS(=O)(=O)c1cc(NC(=O)C2CCCO2)ccc1C (stereo not drawn),-0.6,2.8,-3.2,-7.5,8.6,0.0,2.8,1.6,i
Cc1sc2nc(CSCC(=O)Nc3ccc(C(=O)N(C)C)cc3)[nH]c(=O)c2c1C,0.4,3.6,-4.6,-23.5,-8.7,-8.8,5.3,0.2,i
CC(=O)NC(=S)NNC(=O)CCc1ccccc1,-0.8,3.3,-5.2,-3.3,9.9,-7.9,0.3,0.9,i
CCCOc1ccc(F)cc1-c1cc(C(=O)NC2CCCCC2)[nH]n1,0.0,1.3,-0.3,3.9,1.9,14.3,-3.9,-0.3,i
Cc1ccc(SCCNC(=O)c2cccc([N+](=O)[O-])c2C)cc1,-1.9,0.8,-10.8,-2.7,8.4,27.3,0.9,-1.7,i
CC(C)=NNc1cc([N+](=O)[O-])cc2c1C(=O)N(C)S2=O (stereo not drawn),-0.2,-3.1,-2.7,2.5,-12.2,-0.2,-3.4,0.7,i
c1ccc(CCC2=NCCn3cccc32)cc1,-0.3&-0.3,3.6&1.2,-11.9&-1.4,-6.9&-7.2,-17.4&-5.8,-8.0&-6.9,1.0&6.2,1.4&0.6,i
O=C(O)COc1ccc(/C=C/c2ccc3cccc([N+](=O)[O-])c3n2)cc1,0.2,0.7,-4.5,-2.8,10.6,-7.3,6.7,4.5,i

# Ordered by value in MLLE-PAM2 inh (ascending): some entries from above.
Molecule | TbMetRS inhib | Rin1-Abl PPI inh | MsrA act | eLon inh | MLLE-PAM2 inh | CSN deneddyl inh | MsrA inhibitor | Neddylation inh
COC(=O)c1cc(NC(=O)c2ccccc2)c(=O)oc1C/C=N\OCc1ccc(Cl)cc1Cl | -0.2 | 0.3 | -4.2 | -29.5 | -34.6 | 15.9 | 0.1 | i
CCOCC(=O)Nc1ccc(S(=O)(=O)N2CCC(c3nc4ccccc4[nH]3)CC2)cc1 | -0.1 | 3.2 | -1.5 | -1.9 | -14.8 | 3.7 | 0.3 | i
Cc1ccc(SCCNC(=O)c2cccc([N+](=O)[O-])c2C)cc1 | -1.9 | 0.8 | -10.8 | -2.7 | 8.4 | 0.9 | -1.7 | i

# Continued:
SMILES,TbMetRS inhib,Rin1-Abl PPI inh,MsrA act,eLon inh,MLLE-PAM2 inh,FAS TE block,CSN deneddyl inh,MsrA inhibitor,Neddylation inh
CCOC(=O)c1ccc(NC(=S)NCc2ccc(F)cc2)cc1,0.5,0.5,-0.9,0.6,7.2,13.5,-6.2,1.4,i
CCNC(=S)N1CCN(S(=O)(=O)c2ccccc2C(F)(F)F)CC1,-0.9,1.0,-8.0,1.9,-134.7,0.7,-2.2,-1.0,i
O=C(Nc1cc(S(=O)(=O)N2CCCC2)ccc1Cl)C1=COCCO1,-0.3,1.0,3.1,-0.7,1.7,-1.9,-1.2,-1.9,i
CC(=O)n1cc([C@@H]2C=C(C(=O)Nc3ccccc3)O[C@H](OCc3ccc(CO)cc3)C2)c2ccccc21,0.3,2.7,-0.6,-4.4,-7.9,23.1,1.4,1.1,i
CCOC(=O)C1CCN(c2ccc(Cl)nn2)CC1,-1.0,-3.1,-5.9,-0.5,6.0,-0.7,1.3,-1.7,i
CCC(CC)NC(=O)CN1CCN(S(=O)(=O)c2cccs2)CC1,-0.3,-1.3,0.5,-3.9,-9.6,-3.6,0.7,-0.1,i
COc1ccc(O)c(/C=N/Nc2nc(Nc3ccccc3)nc(-n3nc(C)cc3C)n2)c1,-0.5,0.4,-10.7,-6.2,-38.7,15.9,-1.9,2.4,i
O=C(CSc1nccc(=O)[nH]1)N1c2ccccc2CCc2ccccc21,-0.1,1.3,-3.1,5.9,12.1,-8.0,5.5,1.6,i
O=C(O)c1cccc(Oc2ccc(C(=O)O)c([N+](=O)[O-])c2)c1,0.0,3.8,-2.7,1.1,5.1,-4.9,-3.3,2.0,i
Cc1nc2sc3c(c2c(=O)n1NC(=O)CCl)CCCC3,-0.6,1.3,-4.2,13.4,0.7,-5.9,11.0,1.7,i
COc1ccc(C(O)c2nc(-c3ccccc3)cs2)cc1 (stereo not drawn),-0.3,-4.9,-0.8,-6.1,-0.6,5.2,4.6,-0.8,i
CCOC(=O)c1c(NC(=O)CNCC(O)CO)sc(C)c1C (stereo not drawn),-0.3,3.3,1.1,5.1,-5.4,0.4,-3.3,0.7,i
Cc1nnc(SCCn2c(N3CCN(C)CC3)nc3c2c(=O)n(C)c(=O)n3C)s1,-1.5,0.5,-12.0,-12.0,11.3,-8.9,5.6,0.1,i
COc1ccc(C(=O)NC(=S)Nc2ccc(S(=O)(=O)Nc3cc(OC)ncn3)cc2)cc1,-0.4,-0.7,-4.0,0.9,30.9,-3.8,-1.8,-0.4,i
CC1CCCCC1NC(=O)CN1C(=O)NC(C)(c2cc(F)ccc2F)C1=O (stereo not drawn),-0.4,-0.6,-1.9,1.4,4.2,-8.6,-3.5,-1.1,i

# A few values from above.
# CSN deneddyl inh result of CC(=O)n1cc([C@@H]2C=C(C(=O)Nc3ccccc3)O[C@H](OCc3ccc(CO)cc3)C2)c2ccccc21 → 1.4
# TbMetRS inhib result of COc1ccc(C(=O)NC(=S)Nc2ccc(S(=O)(=O)Nc3cc(OC)ncn3)cc2)cc1 → -0.4
